High-throughput results (PubChem BioAssay)
NCI-60 one-dose screen, 48 h, at 10 µM unless noted. Numbers give growth in % (100 = growth as untreated, 0 = no growth, -100 = all killed).
HOP-92: HOP-92 NSCLC cells | 71,000 tested, 6.3% active | AID 1794738
HOP-62: HOP-62 NSCLC. 80,000 tested, 3.9% active
MOLT-4: MOLT-4 leukemia cells. 80,000 tested, 6.9% active
EKVX: EKVX NSCLC | 71,000 tested, 3% active | AID 1794765
RPMI-8226: RPMI-8226 leukemia cells; 77,000 tested, 7.5% active; AID 1794781
CCRF-CEM: CCRF-CEM leukemia | 77,000 tested, 7% active | AID 1794778
M14: M14 melanoma; 80,000 tested, 6.2% active
A549/ATCC: A549/ATCC NSCLC | AID 1794740 | 81,000 tested, 3.7% active
Numbers without * were called inactive; . = not tested or not shown; & = joins results of further samples. How the source made its calls: active means growth percent below 10; inactive means the rest.

Preview (seven entries):
SMILES	HOP-92	HOP-62	MOLT-4	EKVX	RPMI-8226	CCRF-CEM	M14	A549/ATCC
Cc1ccc(CNc2ccc([N+](=O)[O-])cc2)cc1	99	103	92	.	93	.	90	.
COc1ccc(-c2nc(SCCC(C)C)nc(N/N=C\c3ccc(Cl)cc3)c2C#N)cc1	31	40	93	72	89	51	82	61
O=C(O)C(Cc1ccccc1[N+](=O)[O-])N1C(=O)c2ccccc2C1=O (centres undefined)	108	92	108	107	107	104	87	114
CN1CCC(c2ccccc2)(c2ccccc2)C(=O)C1	89	107	93	47	42	29	92	80
CCCCCCCCCCCCCCCCCCOc1cccc(CC(=O)NCC[N+]2(C)CCCCC2)c1	91	102	57	104	102	105	88	101
CCN(CC)Cc1ccc(N)cc1	98&102	94&95	92&95	105&100	92&109	89&96	101&99	93&100
O=C1c2cc(Br)ccc2Oc2cc([N+](=O)[O-])ccc2N1c1ccc(Cl)cc1F	105	92	81	98	89	73	105	79

The whole of this part (from the top)
SMILES	HOP-92	HOP-62	MOLT-4	EKVX	RPMI-8226	CCRF-CEM	M14	A549/ATCC
Cc1ccc(CNc2ccc([N+](=O)[O-])cc2)cc1	99	103	92	.	93	.	90	.
COc1ccc(-c2nc(SCCC(C)C)nc(N/N=C\c3ccc(Cl)cc3)c2C#N)cc1	31	40	93	72	89	51	82	61
O=C(O)C(Cc1ccccc1[N+](=O)[O-])N1C(=O)c2ccccc2C1=O (centres undefined)	108	92	108	107	107	104	87	114
CN1CCC(c2ccccc2)(c2ccccc2)C(=O)C1	89	107	93	47	42	29	92	80
CCCCCCCCCCCCCCCCCCOc1cccc(CC(=O)NCC[N+]2(C)CCCCC2)c1	91	102	57	104	102	105	88	101
CCN(CC)Cc1ccc(N)cc1	98&102	94&95	92&95	105&100	92&109	89&96	101&99	93&100
O=C1c2cc(Br)ccc2Oc2cc([N+](=O)[O-])ccc2N1c1ccc(Cl)cc1F	105	92	81	98	89	73	105	79
COc1cccc(N2CCN(c3ncnc4[nH]ccc34)CC2)c1	45	116	76	91	98	114	100	86
O=C(/C=C/c1ccc2c(c1)OCO2)c1ccc(O)cc1O	107	69	78	88	.	40	100	78
CCOC(=O)c1cnc2c(C)cc(C)cc2c1Nc1ccc(OC)c(OC)c1	102	97	85	.	97	94	102	86
c1cc[c]([Bi]([c]2ccccc2)[c]2ccccc2)cc1	74	.	108	.	91	86	94	102
O=C(CC(=O)c1ccccc1O)c1ccccc1	100	77	.	77	88	.	97	90
COc1ccc(S(=O)(=O)NC2C3c4ccccc4C(c4ccccc43)C2O)cc1 (centres undefined)	91	104	87	93	91	93	107	97
N#Cc1c(Cl)nc(SCC(=O)N2CCN(c3cc4c(cc3F)c(=O)c(C(=O)O)cn4C3CC3)CC2)nc1-c1ccc(Br)cc1	97	95	105	95	102	102	101	101
COc1ccc(OC)c(NC(=O)OCc2ccc3c(c2)OCO3)c1	96	105	85	105	92	95	122	96
CN1c2ccccc2NC(=S)c2ccccc21	99	95	91	108	96	102	104	91
CC1(C)CC(=O)c2c(nn(-c3ccccc3)c2-c2cn(-c3ccccc3)nc2-c2cccs2)C1	77	85	76	99	87	90	95	85
CCOC(=O)c1c[nH]c2c(Cl)c(Cl)ccc2c1=O	.	103	93	.	114	118	102	99
C#CC(C)(CC)NC(=O)OCC (centres undefined)	102	106	82	.	100	.	107	103
COc1ccc(CSc2nc3cc(OC)c(OC)cc3c(=O)n2-c2ccc(OC)cc2)cc1	96	99	104	.	111	96	110	100

Nothing new here: entries from further up.
SMILES	HOP-92	HOP-62	MOLT-4	EKVX	RPMI-8226	CCRF-CEM	M14	A549/ATCC
Cc1ccc(CNc2ccc([N+](=O)[O-])cc2)cc1	99	103	92	.	93	.	90	.
COc1ccc(-c2nc(SCCC(C)C)nc(N/N=C\c3ccc(Cl)cc3)c2C#N)cc1	31	40	93	72	89	51	82	61

Other results follow.
SMILES	HOP-92	HOP-62	MOLT-4	EKVX	RPMI-8226	CCRF-CEM	M14	A549/ATCC
CNc1cc(=O)[nH]c(=O)[nH]1	.	95	99	104	112	102	101	107
Cc1cc(-c2ccccc2)c(C)n1Cc1ccc(Cl)cc1	54	55	17	.	44	44	18	34
N#C/C(=C\c1cccc(Cl)c1)C(=O)c1ccccc1	70	92	128	99	72	111	95	97
COc1ccc(/C=C/C(=O)c2c(C)nc3ccccc3c2/C=C/c2ccc(C)cc2)cc1O	80	103	60	95	46	55	82	96
O=c1c2c3c(sc2n2c(CSc4nn5cc(-c6ccccc6)nc5s4)nnc2n1Cc1ccccc1)CCCC3	91	96	99	99	110	104	107	106
Cc1cc2nc3c4cc(Cl)ccc4n(CC(=O)O)c3nc2cc1C	101	79	89	87	100	102	94	91
O=C1/C(=C/c2cccc([N+](=O)[O-])c2)COc2ccc(O)c(O)c21	-43*	-31*	-1.8*	35	-25*	0.1*	-64*	9.7*
COc1ccccc1/C=C(\C)C(=O)O	79	99	100	101	106	101	101	89
COC(=O)CN/C(CCCOC(=O)Nc1cccc(Cl)c1)=C(/C#N)c1nc2ccccc2c(=O)[nH]1	72	97	103	100	89	90	97	89
NC(=O)C(O)C(Br)(Br)Br (centres undefined)	110	104	93	.	103	.	101	.
O=C(/C=C/c1ccco1)c1cccc([N+](=O)[O-])c1	89	107	102	112	88	101	111	102
COc1ccc(OC2=C(C#N)C(=N)N3c4ccccc4Sc4ccccc4C3N2)cc1 (centres undefined)	.	80	139	.	88	81	105	104
COc1ccc(/C=C(\C#N)C(=O)Nc2cccc(Nc3nc(SC)nc(-c4cccc([N+](=O)[O-])c4)c3C#N)c2)cc1	107	91	103	89	103	98	103	104
Cc1cc(C)c(Cc2ccccc2O)cc1Cc1ccccc1O	60	93	72	61	.	.	87	100
O=C(Nc1cnc2ccccc2c1)c1cc(C(=O)c2ccc(Br)cc2)n2ccccc12	94	87	99	101	.	93	97	89
COc1ccc(C(=O)N2NC(=O)/C(=C/c3ccccc3F)N=C2c2ccccc2)cc1	97	108	109	103	119	.	111	96
CCC(=C(c1ccc(OCCN2CCCCC2)cc1)c1ccc(OCCN2CCCCC2)cc1)c1ccc(Cl)cc1	-84*	-74*	-68*	-82*	-60*	-74*	-83*	-72*
C=C(C)C#CCN(CCO)C(C)C	65	102	88	.	99	93	107	106
Nc1cc(=S)nc(N)[nH]1	.	99	101	110	108	104	102	105
Cc1ccc2c(-c3nnc(N)o3)cc(=O)oc2c1	80	100	105	95	92	.	106	104

7 compounds drawn at random from those above, as already listed:
SMILES	HOP-92	HOP-62	MOLT-4	EKVX	RPMI-8226	CCRF-CEM	M14	A549/ATCC
Nc1cc(=S)nc(N)[nH]1	.	99	101	110	108	104	102	105
COc1ccc(/C=C(\C#N)C(=O)Nc2cccc(Nc3nc(SC)nc(-c4cccc([N+](=O)[O-])c4)c3C#N)c2)cc1	107	91	103	89	103	98	103	104
Cc1cc2nc3c4cc(Cl)ccc4n(CC(=O)O)c3nc2cc1C	101	79	89	87	100	102	94	91
COc1ccccc1/C=C(\C)C(=O)O	79	99	100	101	106	101	101	89
Cc1ccc2c(-c3nnc(N)o3)cc(=O)oc2c1	80	100	105	95	92	.	106	104
Cc1cc(C)c(Cc2ccccc2O)cc1Cc1ccccc1O	60	93	72	61	.	.	87	100
O=c1c2c3c(sc2n2c(CSc4nn5cc(-c6ccccc6)nc5s4)nnc2n1Cc1ccccc1)CCCC3	91	96	99	99	110	104	107	106

(listing goes on)
SMILES	HOP-92	HOP-62	MOLT-4	EKVX	RPMI-8226	CCRF-CEM	M14	A549/ATCC
Oc1c(Cl)cc(Cl)c(Cl)c1Cl	93	96	103	.	103	101	104	100
N=c1nc(N)n(N)c2nc3c(cnn3-c3ccccc3)c(=O)n12	117	106	107	106	108	103	117	114
CC1(C)CNC(C(=O)O)C1 (centres undefined)	115	106	89	114	108	92	102	102
COc1ccc(OC)c(/C=C2\C(=O)ON=C2C)c1	104	96	97	101	104	95	100	98
CC/C(=C\c1ccc(OCOC)c(OCOC)c1)C(=O)NC(Cc1ccccc1)C(O)C(=O)NCc1ccccc1 (centres undefined)	107	115	74	79	73	73	102	87
N=C(N)c1ccc(-c2ccc(-c3cccs3)s2)cc1	.	87	-49*	.	-31*	-36*	30	-45*
NC(=S)N1N=C(c2cc3ccccc3o2)CC1c1c[nH]c2ccccc12 (centres undefined)	98	99	68	75	.	61	91	92
COc1cccc(N2CCN(C3=CC(=O)C(C)=C(C)C3=O)CC2)c1	110	81	88	103	96	94	.	110
C#CCOc1ccc2ncnc(Nc3cccc(NC(=O)C=C)c3)c2c1	66	64	61	52	80	80	63	56
C/C(=C/CC1=C(O)c2ccccc2C(=O)C1=O)CO	.	105	95	117	113	.	106	116
N#CCCc1nc(N)nc(N)n1	100	108	101	107	110	105	108	110
COc1ccc(-c2cc(C(=O)N=Nc3c(O)[nH]c4ccc(OC)cc34)c3ccccc3n2)cc1	177	115	104	114	105	102	64	125
Cn1ccc2c3c(ccc21)C1c2ccccc2C3c2ccccc21	106	123	90	82	84	87	113	73
O=C1c2cc(Cl)ccc2Oc2cc([N+](=O)[O-])ccc2N1c1ccc(I)cc1F	103	100	54	92	91	94	97	75
CCN(CC)C(=O)C1(c2ccccc2)CC1CN (centres undefined)	96	.	91	111	117	107	102	107
COc1ccc(-c2nc(SCCC(C)C)nc(N/N=C(/C)c3ccc(N)cc3)c2C#N)cc1	97	90	95	93	93	96	111	98
NC1=NC(c2ccc(Cl)cc2)C2=C(N1)/C(=C/c1ccc(Cl)cc1)CCC2 (centres undefined)	.	140	65	94	-12*	72	11	67
Cc1nc2sc3c(=O)[nH]c(C(F)(F)F)nc3c2c(C)c1Br	82	72	84	57	86	85	100	86
CC1(C)OC2COC3(CO)OC(C)(C)OC3C2O1 (centres undefined)	100	95	110	105	101	113	101	93
CCC1(O)CCCC2C3CCC4CC(=O)CCC4(C)C3C(=O)CC21C (centres undefined)	82	96	98	98	111	89	100	93
O=C(O)c1cncc(Br)c1	92	114	118	112	100	106	120	119
CCc1cc(OC(=O)N2CCC(N3CCCCC3)CC2)ccc1Nc1cc(-c2ccc(-n3cccn3)cc2)[nH]n1	103	66	19	97	21	7.9*	-85*	54
COc1ccc(CNc2ccc3nc(NC(=O)CN4CCCCCC4)sc3c2)cc1	78	113	61	80	56	59	86	80
Cc1cc(Br)ccc1N=NC1C(=O)N(c2ccc(Cl)cc2)N(c2ccc(Cl)cc2)C1=O	87	90	91	93	84	87	109	86
COc1cc(NC(=O)CSc2nc3ccccc3c(=O)n2CCc2ccccc2)cc(OC)c1OC	.	9.6*	.	65	.	.	42	25
C=CCn1cccc1CNc1ccc(OC)cc1	104	95	106	101	100	98	.	107
O=S1(=O)CC(Cl)C(Cl)C1 (centres undefined)	.	100	72	.	101	.	94	96
c1ccc(-c2cn3c(-c4c[nH]c5ccccc45)csc3n2)cc1	-1.7*	91	67	72	31	53	73	92
NC(=O)/C=C/c1ccco1	98	103	88	105	91	93	.	106
Cc1cccc2c(=O)c3c(sc12)c(NCc1ccccc1)nc1ccccc13	111	87	92	90	.	100	103	92
Nc1nn(-c2nc(Nc3ccccc3)nc(Nc3ccc(S(N)(=O)=O)cc3)n2)c(N)c1N=Nc1ccccc1	125	104	99	106	114	91	.	105
CCOC(=O)c1c(C)oc(=O)c(Br)c1C	.	97	87	99	101	94	107	99
C(=N\Nc1nc2ccccc2s1)/c1cccc2ccccc12	.	92	107	83	83	89	99	104
O=C(c1cccs1)c1sccc1Cc1ccccc1	69	93	76	93	97	96	132	104
Clc1ccc2cc(-c3nc4ccccc4[nH]3)c(Cl)nc2c1	76	90	85	94	98	95	108	105
O=C(C1=Cc2cccn2Cc2cnnn21)c1ccc(F)cc1	106	109	100	101	107	99	103	101
CCCCCCOC(=O)/C=C(\CC(=O)OCCCCCC)C(=O)OCCCCCC	113	97	94	99	102	97	104	102
O=c1[nH]cnc2c1ncn2C1OC(CO)C(O)C1O (centres undefined)	115&79&84	96&110&104	105&76&93	93&107&123	97&94&101	70&90&99	98&107&100	107&102&112
Cc1ccc(Cn2c(NCCN=C(N)N)nc(=O)n(Cc3ccc(C(F)(F)F)cc3)c2=O)cc1	71	85	92	.	98	95	113	97
CO/N=C(/C(=O)N[C@@H]1C(=O)N2C(C(=O)OCSC(=O)c3ccco3)=CCS[C@H]12)c1csc(N)n1	85	.	97	112	104	103	113	103
Cc1ccc(CC(N)C(=O)O)c(C)c1 (centres undefined)	86	97	100	96	.	87	95	62
C1=C[C@H]2O[C@@H]1c1ccc3[nH]ccc3c12	120	97	56	105	94	91	86	89
Cc1nc2ccc(Cl)cc2c(-c2ccccc2)c1C(=O)c1ccccc1	79	101	71	88	68	84	91	87
NCCNc1ccc2cc(-c3nc4ccccc4[nH]3)c(=O)oc2c1	83	95	88	.	96	82	104	102
COc1ccc(C(=O)c2cc(C(C)=O)c3cc(C)ccn23)cc1	109	88	91	90	96	96	99	92
COc1cc(N=Nc2c(O)c3ccccc3[nH]c2=O)c(OC)cc1N=Nc1ccccc1	.	88	100	89	73	106	99	119
Nc1nc(=O)n(C2CC(O)C(CO)O2)cc1Br (centres undefined)	114	108	93	81	60	72	116	98
Cn1cc(/C=C/C(=O)/C=C(O)/C=C/c2cn(C)c3ccccc23)c2ccccc21	77	94	82	75	87	84	83	89
Cc1occc1-c1nc2s/c(=C/c3ccc(-c4cc(C(F)(F)F)ccc4Cl)o3)c(=O)n2n1	.	116	113	100	99	117	97	102
COc1ccc(C2CC(c3ccc4c(c3)OCO4)=NN2C(N)=S)cc1 (centres undefined)	95	115	85	77	.	78	96	94
NC(=S)n1cccn1	134	81	99	88	115	99	95	.
c1cncc(-c2cn3nc(-c4c[nH]c5ccccc45)sc3n2)c1	34	66	.	73	63	54	37	58
COc1cc(C(=O)Nc2ccc(S(=O)(=O)Nc3nc(C)cc(C)n3)cc2)cc(OC)c1OC	90	105	104	.	98	92	104	98
Cc1[nH]c(/C=C/C(=O)c2cccs2)c(C)c1C(=O)NCC(F)(F)F	136	107	100	95	95	103	107	100
Cc1ccc2nc(-c3c(C)nn(-c4ccccc4)c3N3CCOCC3)[nH]c2c1	102	92	87	96	96	97	93	107
Oc1ccc(S)cc1	.	129	105	110	102	81	95	105
O=CC1CCCO1 (centres undefined)	91	111	97	.	100	89	101	90
